RNase H inhibition: RNase H inhibition, HIV 1 Gag Pol polyprotein, FRET biochemical assay, screening (AID 372). actives 0.77% (n = 100,000). inhibition, % at 10 µM; hits with a dose series show IC50 in µM. HIV-1 RT RNase H, FRET RNA/DNA substrate fluorescence; higher % means a stronger effect; in the data active = inhibition above about 50%
Starred values were filed as active, the others as inactive. An excerpt; count on the stated rates, not on these rows.

Sample of the layout (two entries):
no.	structure	RNase H inhibition
1	O=C(c1ccc([N+](=O)[O-])cc1)N1CCN(CC2CC3C=CC2C3)CC1 (stereo not given)	12%
2	CCN(CC)CCN1C(=O)c2ccccc2NC1c1ccccc1F (stereo not given)	0%

Main list, from the start:
no.	structure	RNase H inhibition
1	O=C(c1ccc([N+](=O)[O-])cc1)N1CCN(CC2CC3C=CC2C3)CC1 (stereo not given)	12%
2	CCN(CC)CCN1C(=O)c2ccccc2NC1c1ccccc1F (stereo not given)	0%
3	O=C1NN(c2ccccc2)C(=O)/C1=C/c1cccc(O)c1	7%
4	COc1ccc(OC)c(NC(=S)NC(NC(=O)c2cccc(I)c2)C(Cl)(Cl)Cl)c1 (stereo not given)	14%
5	COC(=O)c1c(C)oc2cc3c(C(=O)OC)c(C)oc3cc12	15%
6	CS(=O)(=O)N(Cc1ccccc1)c1ccc(C(=O)Nc2ccc(C(N)=O)cc2)cc1	4%
7	Cc1cccc(NC(=O)c2c(NC(=O)c3ccco3)sc3c2CCCCC3)c1	4%
8	Cc1cc(-c2ccc(C=C3C(=O)NC(=S)NC3=O)o2)c([N+](=O)[O-])cc1C	3µM*
9	COc1ccccc1/C=C(\C#N)C(=O)c1ccccc1	2%
10	O=S(=O)(Nc1cc(C(F)(F)F)ccc1Cl)c1cc(Cl)ccc1Cl	20%
11	Cc1nc2ccccn2c1C(=O)NC(C)c1ccccc1 (stereo not given)	9%
12	Cc1ccc(OCC(=O)NC(=S)Nc2cc(-c3nc4ncccc4o3)ccc2C)cc1	15%
13	CCc1ccccc1NC(=O)CCCN1C(=O)/C(=C\c2ccc(C)cc2)SC1=S	7%
14	COc1ccc(C(=O)Nc2ccc(Cl)cc2Cl)cc1	0%
15	O=C1NC(=O)N(c2ccc(Cl)cc2)C(=O)/C1=C/c1ccc(I)o1	1%
16	COc1ccc(CN2CCN(C(=O)c3cccs3)CC2)cc1OC	11%
17	COc1cccc(C=Nn2c(-c3ccc(Cl)cc3Cl)n[nH]c2=S)c1	42%
18	CCCCOc1cccc(C(=O)Nc2ccc(CC)cc2)c1	17%
19	Cc1ccc(C(C)C)c(OCCOc2ccccc2/C=C2/SC(=S)N(C)C2=O)c1	15%
20	COc1ccc(NC(=S)NC(=O)COc2ccc(Cl)cc2)cc1	0%
21	Cc1ccc(/C=C2/SC(N3CCCC(C)C3)=NC2=O)cc1 (stereo not given)	17%
22	c1ccc2cc(-c3csc(Nc4cccc5ccccc45)n3)ccc2c1	11%
23	NC(=O)c1c(NC(=O)C2C3C=CC(C3)C2C(=O)O)sc2c1CCCC2 (stereo not given)	12%
24	CCCCOC(=O)c1ccc(NC(=S)NC(NC(=O)OCC)C(Cl)(Cl)Cl)cc1 (stereo not given)	11%
25	O=C(CN(c1ccccc1F)S(=O)(=O)c1ccccc1)Nc1ccccc1C(F)(F)F	0%
26	Cc1ccc(C2=C/C(=C\c3cccnc3)C(=O)O2)cc1	0%
27	CCCCCCCCCc1ccc(-c2ccc(Br)cc2O)nc1	5%
28	COc1ccc(/C=C(/C#N)C(=O)Nc2ccc(O)cc2)cc1OC	14%
29	O=C(Nc1c(Cl)cccc1Cl)c1cnccn1	6%
30	COc1cccc(N(CC(=O)Nc2ccccc2Br)S(=O)(=O)c2ccccc2)c1	22%
31	CCOC(=O)c1ccccc1NC(=O)c1cc(-c2cccs2)nc2ccccc12	10%
32	Cc1cccc2c(N=NC(=O)c3ccc(Br)cc3)c(O)n(C)c12	0%
33	CC[n+]1c(/C=C/N(C(C)=O)c2ccccc2)oc2ccccc21	14%
34	Cc1ccc(C(=O)NCCCc2ccccc2)c(Cl)c1	3%
35	O=C(N/N=C/c1ccccn1)c1[nH]c2ccc([N+](=O)[O-])cc2c1-c1ccccc1	11%
36	C=CCn1c(-c2ccccc2)c(NC(=O)c2ccco2)sc1=Nc1ccc(Br)cc1	1%
37	COc1ccc(CCNC(=O)c2c(-c3ccccc3Cl)noc2C)cc1	0%
38	CN(C)c1cccc(C(=O)N2CCN(c3ccc(F)cc3)CC2)c1	47%
39	CCOC(=O)C1=C(O)/C(=C/c2ccc(O)c(OCC)c2)SC1=Nc1cccc(Cl)c1	18%
40	CCOC(=O)c1c(NC(=O)COc2ccc(Cl)cc2)sc2c1CCC2	23%
41	O=C1CC(SC(=Nc2ccccc2)Nc2ccccc2)C(=O)N1c1ccc(Br)cc1 (stereo not given)	8%
42	O=C(Cc1ccc(Br)cc1)Nc1ccc(Cl)c([N+](=O)[O-])c1	0%
43	O=C1N=C(N2CCCC2)S/C1=C\c1cccc(O)c1	1%
44	CCCCNCCCCCCOc1ccc(C)c(C)c1	9%
45	Cc1cccc(C(=O)Nc2cccc(C(N)=O)c2)c1	0%
46	CCOc1ccc(NC(=O)C(C#N)=C2CCCCC2)cc1	0%
47	O=C(Nc1ccc(Cc2ccc(NC(=O)C3CC3)cc2)cc1)C1CC1	9%
48	CCOc1cc(/C=C2/C(=O)NC(=O)N(c3ccc(OC)cc3)C2=O)cc(Cl)c1O	20%
49	CC(C)(C)OC(=O)NC(Cc1c[nH]c2ccccc12)C(=O)N1CCOCC1 (stereo not given)	2%
50	COc1ccc(OC)c(/C=C2\C(=O)NC(=O)N(Cc3ccccc3)C2=O)c1	13%
51	Nc1nnnn1CC(=O)N/N=C/c1ccccc1	15%
52	CCOC(=O)N1CCN(C(=O)COc2ccc(Cl)cc2Br)CC1	6%
53	CCOCCOC(=O)C1=C(C)NC2=C(C(=O)CCC2)C1c1cccc(F)c1 (stereo not given)	6%
54	Cc1ccc(NC(=O)C(=O)NC2CCCC2)cc1C	15%
55	NC(=O)NC(c1ccccc1)c1cccc(Cl)c1 (stereo not given)	6%
56	O=[N+]([O-])c1ccc(Cl)c(-c2nnc(-c3ccc(Br)o3)o2)c1	12%
57	CCCCOc1ccc(C=C2C(=O)N(C)C(=O)N(C)C2=O)cc1	0%
58	COC(=O)c1sc(NC(=O)C2CC2)c(C(N)=O)c1C	0%
59	COc1ccc(NC(=O)CC(C)Cc2ccc(Cl)cc2)cc1 (stereo not given)	7%
60	COc1ccc(NC(=O)CN(c2ccc(C)c(C)c2)S(=O)(=O)c2ccccc2)cc1Cl	6%

The results go on.
no.	structure	RNase H inhibition
61	O=C(Nc1ccc(C23CC4CC(CC(C4)C2)C3)cc1)C(F)(F)F	14%
62	COc1ccc(CCNC(=O)c2ccccc2)cc1OC	10%
63	Cc1ccc(N2NC(=O)/C(=C\c3ccc4c(c3)OCO4)C2=O)cc1	8%
64	Cc1cc(N2CCOCC2)c(F)cc1[N+](=O)[O-]	7%
65	CCN(CC)S(=O)(=O)c1cc(C(N)=O)ccc1Br	0%
66	CC1(C)COP(=O)(C(Nc2ccc(Br)cc2)c2ccc(Br)cc2)OC1 (stereo not given)	11%
67	COC(=O)c1c(-c2cccc(C)c2)csc1N	9%
68	CC(C)(C)c1ccc(C(=O)Nc2ccc(OC(F)(F)F)cc2)cc1	6%
69	COc1ccccc1NC(=O)c1c(-c2c(F)cccc2Cl)noc1C	0%
70	CC(C)c1nnc(NC(=O)COC(=O)/C=C/c2ccc([N+](=O)[O-])cc2)s1	11%
71	O=C(Nc1ccc2c(c1)OCO2)c1cnn2c1NC(c1ccco1)CC2C(F)(F)F (stereo not given)	8%
72	CCOC(=O)C1=C(C)NC2=C(C(=O)c3ccccc32)C1c1ccc(OCC(=O)O)c(Cl)c1 (stereo not given)	17%
73	COc1ccc(Cl)cc1NC(=O)CN(c1cc(C)cc(C)c1)S(C)(=O)=O	13%
74	CCOc1ccc(Cl)cc1/C=C1/SC(=S)N(c2ccccc2)C1=O	12%
75	COc1cc(Cl)cc(/C=N/NC(=O)c2cc(-c3ccccc3)n[nH]2)c1O	7%
76	COc1cc(C(=O)NC(=S)Nc2ccccc2Cl)cc(OC)c1OC	26%
77	CC(C)(C)c1ccc(C=NN2CCN(c3ccc(Cl)cc3)CC2)cc1	5%
78	CCOc1ccccc1C1C(C(=O)OC)=C(C)NC2=C1C(=O)CC(c1ccccc1)C2 (stereo not given)	3%
79	CCCCNC(=O)c1cn(-c2ccccc2)nc1-c1ccccc1	31%
80	COc1ccc(N(CC(=O)N2CCCC2)S(=O)(=O)c2ccccc2)cc1Cl	0%
81	Cc1ccc2oc(-c3ccc(NC(=S)NC(=O)c4cccc(Cl)c4)cc3)nc2c1	46%
82	COc1ccc(/C=C/C(=O)N2c3ccccc3Sc3ccccc32)cc1OC	7%
83	COC(=O)CN1C(CN2CCOCC2)=Nc2ccc(Br)cc2C1c1ccccc1 (stereo not given)	17%
84	Cc1cc(C)c2nc3s/c(=C\c4cccc([N+](=O)[O-])c4)c(=O)n3c2c1	10%
85	CN(C)c1ccc(/C=C2/C(=O)NN(c3ccc(F)c(Cl)c3)C2=O)cc1Br	11%
86	COc1ccc(Nc2cc(C)c3cc(C)ccc3n2)cc1	19%
87	Cc1cccc(NC(=O)CSc2nccn2C)c1	5%
88	COCCNC(=O)C1CN(S(=O)(=O)c2ccccc2)CCN1S(=O)(=O)c1ccccc1 (stereo not given)	7%
89	COc1ccc(N2C(=O)/C(=C/C3C(=O)N(c4ccccc4)N=C3C)C(=O)NC2=S)cc1 (stereo not given)	12%
90	O=C1CC(N2CCCCC2)C(=O)N1c1ccc(F)cc1 (stereo not given)	9%

Four of the compounds above, field by field:
86: COc1ccc(Nc2cc(C)c3cc(C)ccc3n2)cc1
- RNase H inhibition: 19%

80: COc1ccc(N(CC(=O)N2CCCC2)S(=O)(=O)c2ccccc2)cc1Cl
- RNase H inhibition: 0%

84: Cc1cc(C)c2nc3s/c(=C\c4cccc([N+](=O)[O-])c4)c(=O)n3c2c1
- RNase H inhibition: 10%

88: COCCNC(=O)C1CN(S(=O)(=O)c2ccccc2)CCN1S(=O)(=O)c1ccccc1 (stereo not given)
- RNase H inhibition: 7%

Next section:
no.	structure	RNase H inhibition
91	CCCCCc1ccc(-c2nc(-c3ccc(C4CCC(CCCCC)CC4)cc3)no2)cc1 (stereo not given)	5%
92	COc1cc(/C=N/Nc2nc(N3CCCCC3)nc(N3CCCCC3)n2)cc(OC)c1	12%
93	O=[N+]([O-])c1ccc(O)c(/C=N/Nc2nnc3c(n2)[nH]c2ccccc23)c1	19%
94	CS(=O)(=O)Nc1ccc(S(=O)(=O)N2CCCCC2)cc1	5%
95	COc1ccc(C2(CCN)CCOC(C)(C)C2)cc1 (stereo not given)	2%
96	CCn1c(SCC(=O)N/N=C/c2ccc(OC)c(OC)c2)nc2ccccc21	16%
97	O=C(CC(c1ccco1)S(=O)(=O)c1ccccc1)c1ccccc1 (stereo not given)	11%
98	O=[N+]([O-])c1cccc(/C=N/Nc2nnc3c(n2)[nH]c2ccccc23)c1	23%
99	CCOc1cccc(-c2nc3ccc(Br)cc3c(=O)o2)c1	14%
100	COc1cc(/C=C2/SC(=S)NC2=O)ccc1OCCC(C)C	10%
101	COc1cc(OC)c(CNc2cc(C)cc(C)c2)cc1Br	17%
102	Cc1nc2sccn2c1-c1csc(Nc2ccc(N(C)C)cc2)n1	30%
103	COc1ccc(-c2ccc(-c3nnc(-c4cccc(C)c4)o3)cc2)cc1	15%
104	O=C(Nc1nnc(SCc2ccc(Cl)cc2Cl)s1)Nc1ccc(Cl)cc1Cl	13%
105	Cc1cc(C)nc(NS(=O)(=O)c2ccc(NS(=O)(=O)c3ccc4c(c3)C(=O)c3ccccc3-4)cc2)n1	15%
106	O=[N+]([O-])c1ccc(-n2cnc3ccccc32)nc1	5%
107	N#CCCNc1cc2ccccc2cc1C(=O)O	0%
108	O=C(O)c1cccc(-c2ccc(/C=C3\SC(=S)N(c4cccc(F)c4)C3=O)o2)c1	20%
109	COc1cc(/C=N/n2cnnc2)ccc1OCCSc1ccc(C)cc1	15%
110	CC(C)(C)C(=O)CC(C)(O)c1ccccc1 (stereo not given)	0%
111	O=S(=O)(/N=C(/Nc1cccc(O)c1)c1ccccc1)c1ccc(Cl)cc1	0%
112	Oc1ccccc1C=NC1=NN(c2cccc(C(F)(F)F)c2)CC1	17%
113	COc1ccccc1CNC(=O)C(OC)c1ccccc1 (stereo not given)	13%
114	Cc1ccc(N2NC(=O)/C(=C/c3cc([N+](=O)[O-])ccc3Cl)C2=O)cc1C	17%
115	CCOC(=O)C1=C(C)N=c2s/c(=C\c3ccc(-c4cccc(Cl)c4Cl)o3)c(=O)n2C1c1ccccc1 (stereo not given)	16%
116	CCOC(=O)c1c(NC(C)=O)sc2c(OCC(=O)Nc3c(C)cccc3C)c(Br)ccc12	2%
117	O=c1oc(-c2cccc(F)c2)nc2ccc(Cc3ccc4nc(-c5cccc(F)c5)oc(=O)c4c3)cc12	11%
118	CCOC(=O)C1=C(C)NC2=C(C(=O)CCC2)C1c1ccccc1[N+](=O)[O-] (stereo not given)	12%
119	Cc1ccc(OCCSc2nc3ccccc3n2CCO)c(C(C)C)c1	24%
120	Cc1ccccc1C(=O)Nc1cccc(NC(=O)c2cccc([N+](=O)[O-])c2C)c1	0%
121	Cc1ccc(C(C)C)c(OCC(=O)Nc2ccc(Cc3ccncc3)cc2)c1	15%
122	Cc1c(Cc2ccccc2)c(=O)oc2cc(OCC(=O)C(C)(C)C)ccc12	6%
123	Cc1ccc(C(=O)NCC(O)c2ccccc2)cc1 (stereo not given)	10%
124	O=C(Nc1ccc(NC(=S)NC(=O)c2ccccc2Cl)cc1)c1ccco1	13%
125	NC(=O)c1ccc(Br)c(S(=O)(=O)N2CCCCC2)c1	1%
126	COC(=O)COc1ccc2c(=O)c(Oc3ccccc3Br)c(C(F)(F)F)oc2c1	15%
127	COC(=O)c1cc(C(=O)NCCC(C)C)cc([N+](=O)[O-])c1	7%
128	CN(Cc1ccccc1)C(=O)c1ccc(Br)o1	2%

3 of the compounds above, with each value named:
123	Cc1ccc(C(=O)NCC(O)c2ccccc2)cc1 (stereo not given)
  RNase H inhibition: 10%

124	O=C(Nc1ccc(NC(=S)NC(=O)c2ccccc2Cl)cc1)c1ccco1
  RNase H inhibition: 13%

125	NC(=O)c1ccc(Br)c(S(=O)(=O)N2CCCCC2)c1
  RNase H inhibition: 1%

Single entries from the list.
no. 123 | RNase H inhibition: 10%
no. 121 | RNase H inhibition: 15%

Assay outcomes (PubChem)
